Compound activity from PubChem.
TRPC4 inh: inhibitors of mouse TRPC4 channel, primary screen, Fluo4 calcium, HEK293 TRPC4beta/mu-opioid cells; hit rate 0.39% among 300,000; AID 2247, 2010; DAMGO-evoked Fluo4 calcium flux; stronger effect = lower value; B-score at 10 µM;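 active means B-score over 3 SD under the library average, no early fluorescence shift, positive overall ratio signal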
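Material: HEK293 cells with stable TRPC4beta plus mu-opioid receptor expression; probe or stimulus: DAMGO in two steps, submaximal then maximal; technique: Fluo4 calcium fluorescence by kinetic imaging, 5 s 1 Hz baseline; measure: integrated fluorescence ratio relative to baseline, converted to per-well B score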
PolyA inh: polyadenylation inhibitors in yeast reporter cells, primary screen, luminescence, S. cerevisiae | S. cerevisiae SKY197-pL101 polyadenylation reporter, beta-gal luminescence; efflux-impaired pdr1/pdr3 knockout yeast; score 100 = 6 SD above DMSO | hit rate 0.02% among 300,000 | calls only at 12 µM;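 active means lowest replicate activity score at least 50, where 100 means six control SD above control mean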;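 further: yeast exposed to compound for 9 h at 30 °C; higher score means more reporter readthrough which indicates perturbed polyadenylation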
TRPC4 potent: positive allosteric modulators of TRPC4, primary screen, cell-based, mouse TRPC4beta, HEK293 mu-opioid, Fluo-4 calcium; Short transient receptor potential channel 4 (Mus musculus), Q9QUQ5; DAMGO EC20, Fluo-4 Ca2+ flux; stronger effect = higher value; B-score at 10 µM; hit rate 0.42% among 310,000; AID 2227, 2009;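 active means B-score of calcium response area above 5 SD of library B-scores, with initial fluorescence ratio within 5 SD of library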;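 further: B-score of integrated fluorescence ratio over time as area under calcium response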
DYRK1A inh: rat Dyrk1A kinase inhibitors, primary screen, biochemical, single point, plate reader; Dual specificity tyrosine-phosphorylation-regulated kinase 1A (Rattus norvegicus), Q63470; ADP-Glo luminescence, NFATc1 peptide; inhibition, % at 12.5 µM; hit rate 0.43% among 310,000; in the data active means inhibition above about 50%;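 further: plate controls were vehicle with enzyme for no effect and no enzyme for full effect; many of its hits are not listed in these tables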
KCNK3 inh: human KCNK3 channel inhibitors, primary screen, CHO cells, FluxOR thallium flux, B-score | B-score at 10 µM | AID 602410, 2012 | hit rate 0.84% among 340,000 | FluxOR fluorescence; stronger effect = lower value | Potassium channel subfamily K member 3 (Homo sapiens), O14649;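 active means B-score under library mean minus 4 SD, starting fluorescence ratio at most library mean plus 5 SD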;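 further: more negative B-score means stronger inhibition of thallium flux through KCNK3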
Target sequence (O14649 whole entry, looked up): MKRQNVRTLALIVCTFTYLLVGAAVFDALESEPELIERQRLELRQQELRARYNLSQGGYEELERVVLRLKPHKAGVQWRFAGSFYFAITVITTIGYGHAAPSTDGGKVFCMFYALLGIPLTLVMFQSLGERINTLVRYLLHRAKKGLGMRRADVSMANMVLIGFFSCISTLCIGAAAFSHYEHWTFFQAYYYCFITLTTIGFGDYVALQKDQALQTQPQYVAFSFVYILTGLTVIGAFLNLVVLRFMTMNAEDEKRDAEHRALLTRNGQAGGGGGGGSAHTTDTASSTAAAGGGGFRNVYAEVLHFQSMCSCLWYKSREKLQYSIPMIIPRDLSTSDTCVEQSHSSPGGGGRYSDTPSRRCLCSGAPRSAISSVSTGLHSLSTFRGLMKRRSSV
hERG rescue: hERG rescue from dofetilide block, primary screen, cell-based, CHO-hERG, FluxOR thallium flux, dofetilide IC70; hit rate 0.51% among 310,000; AID 1511, 2009; activation (rescue from dofetilide block), less the hit threshold, % at 10 µM; dofetilide IC70 present; Voltage-gated inwardly rectifying potassium channel KCNH2 (Homo sapiens), Q12809;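 active means activation above the mean of controls blocked by dofetilide plus 5 SD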;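 further: thallium influx through hERG after potassium depolarization seen as dye fluorescence rise; in these data hits start at about 4.7%; inactives centre near -7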
TRPC4 act: activators of mouse TRPC4 channel, primary screen, Fluo4 calcium, HEK293 TRPC4beta/mu-opioid cells. hit rate 0.49% among 310,000. Short transient receptor potential channel 4 (Mus musculus), Q9QUQ5. AID 2237, 2010. B-score at 10 µM. Fluo4 calcium fluorescence; stronger effect = higher value;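 active means B-score above 5 SD of library B-scores, and initial fluorescence ratio not above library mean plus 5 SD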;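 further: positive B-score marks a calcium rise read as TRPC4 activation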
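Assay system: HEK293 stable line with TRPC4beta plus mu-opioid receptor; schedule: 45 min room-temperature Fluo4 loading, 110 s read; technique: kinetic Fluo4 calcium fluorescence; evaluation: integrated baseline-normalised fluorescence ratio, converted to per-well B score; controls: buffer (low) and maximal DAMGO (high)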
Platelet DG rel: inhibitors of platelet dense granule secretion, primary screen, cell-based, MLPCN, human platelets; AID 1663, 2009; inhibition, %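 (compounds screened at 7.5 µM in platelet-rich plasma)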; human platelet-rich plasma, SFLLRN dense granule ATP release, luminescence; hit rate 0.22% among 300,000;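 active means mean replicate score, as percent of positive control, at or above 50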
KCNK9 block: KCNK9 potassium channel inhibitors, primary screen, HEK293 cells, thallium flux | B-score at 10 µM | Potassium channel subfamily K member 9 (Homo sapiens), Q9NPC2 | hit rate 1.2% among 310,000 | FluxOR thallium flux fluorescence; stronger effect = lower value | AID 488922, 2010;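 active means ratio B-score over 3 SD below the library mean, with starting fluorescence within 5 SD of its mean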;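 further: negative B-score means less thallium flux so channel inhibition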
Target sequence (Q9NPC2 whole entry, looked up): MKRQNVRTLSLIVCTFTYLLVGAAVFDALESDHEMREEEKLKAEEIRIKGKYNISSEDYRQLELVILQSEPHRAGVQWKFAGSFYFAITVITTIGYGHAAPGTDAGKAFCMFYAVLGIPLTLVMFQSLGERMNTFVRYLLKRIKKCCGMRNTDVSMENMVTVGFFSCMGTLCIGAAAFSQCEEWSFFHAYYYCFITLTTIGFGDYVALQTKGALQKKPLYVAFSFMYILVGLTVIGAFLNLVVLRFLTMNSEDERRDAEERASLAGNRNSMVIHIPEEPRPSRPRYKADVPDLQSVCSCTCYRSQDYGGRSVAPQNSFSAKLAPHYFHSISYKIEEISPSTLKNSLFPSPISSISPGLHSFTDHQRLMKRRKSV
KCNQ1 block: inhibitors of human KCNQ1 channel, primary screen, cell-based, thallium flux, high-throughput; hit rate 1.3% among 310,000; B-score at 10 µM; CHO-K1 KCNQ1, FluxOR thallium flux fluorescence; stronger effect = higher value; AID 2642, 2010; Potassium voltage-gated channel subfamily KQT member 1 (Homo sapiens), P51787;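 active means compounds whose thallium flux B-score, printed positive for inhibition, exceeds three library SD while starting fluorescence stays within three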;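 further: channel opened by potassium depolarization with thallium stimulus after 20 min compound exposure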
KCNQ1 act: potentiators or activators of KCNQ1 channel, primary screen, cell-based, thallium flux, high-throughput; AID 2648, 2010; B-score at 10 µM; Potassium voltage-gated channel subfamily KQT member 1 (Homo sapiens), P51787; CHO-K1 KCNQ1, thallium flux FluxOR fluorescence; stronger effect = higher value; hit rate 0.35% among 310,000;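 active means fluorescence ratio B-score, a plate-corrected score, at least three library SD, with initial intensity B-score within 5 SD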
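assay system = CHO-K1 cells stably expressing KCNQ1 | medium = assay buffer, equal DMSO in all wells | timing = 37 °C overnight plating, 90-min dark dye load, 20-min compound pretreatment | measured by = kinetic FluxOR thallium fluorescence, 10-s 1-Hz baseline, 110-s post-stimulus read | measure = fluorescence change relative to baseline, converted to B score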
* = called active by the depositor; i = inactive; · = not tested or not shown. Some of the compounds tested. The share of hits here may be higher or lower than overall.

Every second line gives: TRPC4 inh	PolyA inh	TRPC4 potent	DYRK1A inh	KCNK3 inh	hERG rescue	TRPC4 act	Platelet DG rel	KCNK9 block	KCNQ1 block	KCNQ1 act
O=[N+]([O-])c1cc(S(=O)(=O)N2CCCCC2)ccc1NCCN1CCOCC1
 : i	i	i	-2	i	-6	i	-12	i	i	i
CS(=O)(=O)c1ccc(Cl)c(NC(=O)CN2C(=O)C3CCCCC3C2=O)c1 (configuration not stated)
 : i	i	i	7	i	-11	i	9	i	i	i
CCOC(=O)c1cc(NC(=O)N2CCCc3ccccc32)c(C)nc1C
 : i	i	i	9	i	-7	i	-5	i	i	i
CCOC(=O)CNC(=O)/C(=C\c1ccc(F)cc1)NC(=O)c1ccccc1
 : i	i	i	·	i	-3	i	0	i	i	i
CCC1(C)Cc2c(C#N)c(N)n(N)c(=S)c2CO1 (configuration not stated)
 : i	i	i	0	i	-7	i	-10	i	i	i
COCCNC(=O)CCC1CCN(Cc2ccc(-c3ccccc3)cc2)CC1
 : i	i	i	·	i	-8	i	4	i	i	i
Cc1cc(C)c2c(=O)cc(C(F)(F)F)oc2n1
 : i	i	i	0	i	-7	i	-5	i	i	i
O=C(NC1CC2CCCC(C1)N2C(=O)Nc1cccc(F)c1)C1CC1 (configuration not stated)
 : i	i	i	-6	i	-13	i	-8	i	i	i
COCCCn1c2nc3ccccc3nc2c2c(=O)n(Cc3cccs3)cnc21
 : i	i	i	·	·	-7	i	-10	i	i	i
CC(C)(C)OC(=O)N1Cc2ccccc2C[C@H]1C(=O)NCC(=O)NC1CCCC1
 : i	i	i	2	i	-8	i	-3	i	i	i
C/C(=N\Nc1nc(C)c(C)s1)c1ccc([N+](=O)[O-])cc1
 : i	i	i	-1	i	30*	i	9	i	i	19*
S=C(NCc1ccncc1)Nc1cccc(Cl)c1
 : i	i	i	-3	i	-4	i	-4	i	i	i
CCCCOc1cccc(C2/C(=C(/O)c3ccc4c(c3)CC(C)O4)C(=O)C(=O)N2CCN2CCOCC2)c1 (configuration not stated)
 : i	i	i	5	i	-6	i	-2	i	i	i
O=C(NC1CCCCC1)c1ccc2snnc2c1
 : i	i	i	-2	i	-8	i	4	i	i	i
O=C(NCc1cccs1)C1CCN(S(=O)(=O)c2cccc([N+](=O)[O-])c2)CC1
 : i	i	i	17	i	-5	i	0	i	i	i
C=CCNC(=O)CCCCCNS(=O)(=O)c1ccc(OC)cc1
 : i	i	i	7	i	-6	i	8	i	i	i
CC(=O)Nc1ccc(OCC(=O)N(CC(C)C)C2CCS(=O)(=O)C2)cc1 (configuration not stated)
 : i	i	i	-5	i	-7	i	0	i	i	i
CCc1cccc(NC(=O)c2ccc(NS(=O)(=O)c3c(C)noc3C)cc2)c1
 : i	i	i	19	i	-5	i	6	i	i	i
CCN(C(=O)c1cc2c(=O)[nH]c3ccc(C)cc3c2s1)c1cccc(C)c1
 : i	i	i	2	i	-8	i	1	i	i	i
O=C(NC1CC1)C1CCN(C2CCN(C(=O)/C=C/c3ccc(F)cc3)CC2)CC1
 : i	i	i	-2	i	-8	i	-6	i	i	i

Additional structures follow.
Every second line gives: TRPC4 inh	PolyA inh	TRPC4 potent	DYRK1A inh	KCNK3 inh	hERG rescue	TRPC4 act	Platelet DG rel	KCNK9 block	KCNQ1 block	KCNQ1 act
CCn1c(C)c(C2=CCN(S(=O)(=O)c3ccccc3)CC2)c2ccccc21
 : i	i	i	-5	i	-7	i	0	i	i	i
CCC(Cc1ccccc1)NS(=O)(=O)c1ccc2c(c1)NC(=O)C(C)S2 (configuration not stated)
 : i	i	i	-2	i	-3	i	-2	i	i	i
O=C(NCCO)C(=O)Nc1cc2c3c(c1)CCN3C(=O)CC2
 : i	i	i	9	i	-5	i	9	i	i	i
COc1ccccc1CNCc1cc(=O)oc2c(C)c(C)ccc12
 : i	i	i	3	i	-7	i	8	i	i	i
CCOC(=O)c1sc(NC(=O)C2CC=CCC2C(=O)O)nc1C (configuration not stated)
 : i	i	i	12	i	1	i	-9	i	i	i
CSc1nc2ncc3c(n2n1)CC1c2ccccc2CCN1C3=O (configuration not stated)
 : i	i	i	0	i	-9	i	-9	i	i	i
Cc1nnc(SCC(=O)N/N=C/c2cn(-c3ccccc3)nc2-c2ccccc2)n1-c1ccccc1
 : i	i	i	27	i	-10	i	-7	i	i	i
COc1ccc(Cl)cc1NC(=O)CNc1ccccc1F
 : i	i	i	9	i	-1	i	-2	i	i	i
Cc1cccc(-c2onc3ccc(C(=O)/C=C/N(C)C)cc23)c1
 : i	i	i	2	i	-2	i	6	i	i	i
NC(=S)Cc1nc(-c2ccc(Cl)cc2)cs1
 : i	i	i	·	i	-1	i	-7	i	i	i
O=C(N/N=C/c1cccnc1)c1ccc(NC(=O)c2ccc(F)cc2)cc1
 : i	i	i	0	i	-9	i	1	i	i	i
Cc1nn(-c2ccccc2)c(Cl)c1/C=N/NC(=O)c1ccco1
 : i	i	i	-4	i	-4	i	-3	-8.7*	i	i
COc1ccc(CSC2=NCCN2)cc1Cl
 : i	i	10*	-3	i	-7	i	-3	i	i	i
O=C(c1cccnc1)N1N=C2CCCCCC2C1(O)C(F)(F)F (configuration not stated)
 : i	i	i	-4	i	-10	i	-7	i	i	i
Cc1cc(C(=O)N2CCCc3ccccc32)ccc1[N+](=O)[O-]
 : i	i	i	4	i	-6	i	6	i	i	i
Cc1cccc(NC(=O)c2cnn(C)c2)c1C
 : i	i	i	-2	i	-7	i	-7	i	i	i
CCOc1cc2[nH]c(=S)n(Cc3ccc(C(=O)NCCCN(CC)CC)cc3)c(=O)c2cc1OCC
 : i	i	i	0	i	-7	i	6	i	i	i
COCCN(C(=O)/C=C/c1cccc([N+](=O)[O-])c1)c1c(N)n(Cc2ccccc2)c(=O)[nH]c1=O
 : i	i	i	3	i	-8	i	6	i	i	i
O=C(NC1CCCC1)C(c1cccnc1)N(Cc1ccccc1F)C(=O)c1csnn1 (configuration not stated)
 : i	i	i	5	i	-11	i	4	i	i	i
CSc1ccc(S(=O)(=O)N(CC(=O)NN=C2CCN(C)CC2)c2ccc(C)cc2)cc1
 : i	i	i	-8	i	-2	i	7	i	i	i

More structures follow.
Every second line gives: TRPC4 inh	PolyA inh	TRPC4 potent	DYRK1A inh	KCNK3 inh	hERG rescue	TRPC4 act	Platelet DG rel	KCNK9 block	KCNQ1 block	KCNQ1 act
O=C(Nc1nc(-c2cc3ccccc3oc2=O)cs1)c1ccc(Br)o1
 : i	i	i	5	i	-3	i	1	-9.9*	i	i
C=CCNC(=S)N/N=C/c1ccc(OCc2ccccc2Cl)cc1
 : i	i	i	-8	i	-9	i	12	i	i	i
COc1ccc(/C=C(\NC(=O)c2ccccc2)C(=O)NCc2ccco2)cc1
 : i	i	i	0	i	-10	i	2	i	i	i
COc1cc(SC#N)ccc1N=Cc1c(C)[nH]n(-c2ccc(Cl)cc2)c1=O
 : i	i	i	-3	i	-7	i	12	i	i	i
Cc1nn(Cc2cccc(C(=O)N3CCCC(C)C3)c2)c(C)c1[N+](=O)[O-] (configuration not stated)
 : i	i	i	-5	i	-5	i	-2	i	i	i
CCCc1nnc(NC(=O)CCC(=O)N2CCN(Cc3ccc(F)cc3)CC2)s1
 : i	i	i	2	i	-9	i	-10	i	i	i
O=C(CSc1cn(Cc2ccccc2)c2ccccc12)Nc1nccs1
 : i	i	i	-1	i	-9	i	-9	i	i	i
Cc1cc(Br)ccc1OCCCCNCCO
 : i	i	10*	2	i	-15	i	-1	i	i	i
COc1ccc(-c2cc(C(F)(F)F)n3nc(C(=O)NCCCN4CCOCC4)cc3n2)cc1
 : i	i	i	·	·	-12	i	-7	i	i	i
CCc1cc2c(=O)[nH]c(N3CCOCC3)nc2s1
 : i	i	i	-7	i	-5	i	-3	i	i	i
CCCCNS(=O)(=O)c1ccc2nc(-c3cccs3)cc(C(=O)NCC(OC)OC)c2c1
 : i	i	i	·	·	-7	i	-1	i	i	i
COc1ccc(Cl)c(NC(=O)Nc2c(C)n(-c3ccccc3)c(=O)n2C)c1
 : i	i	i	4	i	-8	i	11	i	i	i
CSC(=S)N(C)C1CCS(=O)(=O)C1 (configuration not stated)
 : i	i	i	-5	i	-3	i	-17	i	i	i
CC(C)(CCl)C(=O)Nc1ccc(C(F)(F)F)cc1
 : i	i	i	5	i	-4	i	-3	i	6*	i
COc1ccc(C(CNC(=O)C(C)Oc2ccc(Br)cc2)N2CCOCC2)cc1 (configuration not stated)
 : i	i	i	7	i	-12	i	-16	i	i	i
O=C(Nc1nccc(-c2cccs2)n1)c1ccccc1Cl
 : i	i	i	-2	i	-11	i	0	i	i	i
CCC(C)N(C(=O)Cn1nnc(-c2ccc(Cl)cc2)n1)C1CCS(=O)(=O)C1 (configuration not stated)
 : i	i	i	-7	i	-4	i	3	i	i	i
Fc1ccc(NC(=S)NCc2ccc3c(c2)OCO3)cc1
 : i	i	i	2	i	-16	i	9	i	i	i
Cc1cc(C)cc(C(=O)N2CC(=O)Nc3ccccc32)c1
 : i	i	i	6	i	-10	i	-1	i	i	i
Cc1cccc(C)c1N(C(=O)c1ccco1)C(C(=O)NC1CCCC1)c1ccncc1 (configuration not stated)
 : i	i	i	-6	i	-7	i	3	i	i	i
COc1ccc(N2CCN(C(CNC(=O)CC(C)(C)C)c3ccc4c(c3)OCO4)CC2)cc1 (configuration not stated)
 : i	i	i	2	i	-9	i	-5	i	i	i
O=C(O)CN1CCN(CC(=O)O)CCN(CC(=O)O)CCN(CC(=O)O)CC1
 : i	i	i	8	i	-7	i	-5	i	i	i
